# High-throughput results deposited in PubChem BioAssay by National Center for Advancing Translational Sciences (NCATS).
# RGS4 inh: human RGS4 inhibition; 390,000 tested, 0.039% active; Transcreener GDP fluorescence polarization, RGS4-accelerated GTP hydrolysis; P49798; Potency, µM (titrated, usually from 114 µM), for the others: at the top dose activity change, negative = inhibition, most hits filed as inhibitors; note: nearly all actives have a fitted effect of over 75% in size; some results filed as inactive show a strong effect at the top dose
#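 MLSMR compounds (23 nl, pin-transferred) preincubated 10 min at room temperature with a 500nM (2x) first reagent, then RGS4 at 900nM (2x) plus Transcreener GDP mix added; fluorescence polarization (620/688 nm) read before and after 90 min at 30 °C.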
# 12-LOX inh: ALOX12 (human) lipoxygenase inhibition. purified 12hLO, xylenol orange hydroperoxide absorbance. AID 1671190. Potency, µM (highest dose often 108 µM), inactives show top-dose activity change, negative = inhibition, actives largely listed as inhibitors. 580,000 tested, 1.1% active
#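 Hydroperoxide product was detected by ferrous iron/xylenol orange as the 573 to 405 nm absorbance ratio. Arachidonic acid at 40 uM (final) was turned over for 30 min at room temperature by 150 nM human 12hLO, pH 7.0 Hepes buffer, after 15 min compound preincubation.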
# The depositor's hits bear a star; i = inactive; ? = inconclusive; . = not tested or not shown; & = joins results of further samples; ! = repeats disagree; [ ] = another dose, or the depositor's remark. Calls come from the whole dose curve; as a rule, active = well fitted curve in the direction sought with a large enough effect; inconclusive = small, poorly fitted or top-dose-only effect, or another doubt; inactive = no such curve, though single readings can be large; an effect the other way counts as inactive or inconclusive. % is set by controls: 0 for no effect and ±100 for the full control effect; potency is the fitted concentration of half-maximal effect.
RGS4 inh | 12-LOX inh | Molecule
i | 0.0% | C[C@H](O)CO[C@H]1[C@H]2O[C@H]3[C@H](O)[C@@H](O)[C@@H](O[C@H]4[C@H](O)[C@@H](O)[C@@H](O[C@H]5[C@H](O)[C@@H](O)[C@@H](O[C@H]6[C@H](O)[C@@H](OC[C@H](C)O)[C@@H](O[C@H]7[C@H](O)[C@@H](OC[C@H](C)O)[C@@H](O[C@H]8[C@H](O)[C@@H](O)[C@@H](O[C@@H]([C@@H]1O)[C@@H](CO)O2)O[C@@H]8CO)O[C@@H]7CO)O[C@@H]6CO)O[C@@H]5CO)O[C@@H]4CO)O[C@@H]3CO
? | 187.9%[activator] | CC1c2ccccc2CN1CC1=NCCN1 (stereo not drawn)
i | -3.2% | Nn1cc(Br)c(=O)[nH]c1=O
-90.2%[56.9 µM] | ? | CC(C)[C@H](CO)Nc1nc(Nc2ccc(C(=O)O)c(Cl)c2)c2ncn(C(C)C)c2n1
? | -19.9%[12.5 µM] | CCCCCCCCCCCCCCCCOCC(CO)OC (stereo not drawn)
424.4%[activator][56.9 µM] | 6.0% | N[C@H](C(=O)O)c1cccc(O)c1
? | -0.7%[12.5 µM] | O=C(O)CCC/C=C\C[C@@H]1C(/C=C/[C@@H](O)COc2cccc(C(F)(F)F)c2)[C@@H](O)C[C@@H]1O (stereo partly drawn)
? | 0.0% | Cc1nc(N=Nc2cc(S(=O)(=O)O)ccc2S(=O)(=O)O)c(COP(=O)(O)O)c(C=O)c1O
-80.5%[56.9 µM] | ? | O=C1C(=O)N(Cc2ccc(Cl)c(Cl)c2)c2ccccc21
. | ? | Cc1c2oc3c(C)ccc(C(=O)N[C@@H]4C(=O)N[C@@H](C(C)C)C(=O)N5CCC[C@@H]5C(=O)N(C)CC(=O)N(C)[C@@H](C(C)C)C(=O)O[C@H]4C)c3nc-2c(C(=O)N[C@@H]2C(=O)N[C@@H](C(C)C)C(=O)N3CCC[C@@H]3C(=O)N(C)CC(=O)N(C)[C@@H](C(C)C)C(=O)O[C@H]2C)c(N)c1=O

# 2 entries picked at random from the list so far, as already listed:
RGS4 inh | 12-LOX inh | Molecule
? | -19.9%[12.5 µM] | CCCCCCCCCCCCCCCCOCC(CO)OC (stereo not drawn)
. | ? | Cc1c2oc3c(C)ccc(C(=O)N[C@@H]4C(=O)N[C@@H](C(C)C)C(=O)N5CCC[C@@H]5C(=O)N(C)CC(=O)N(C)[C@@H](C(C)C)C(=O)O[C@H]4C)c3nc-2c(C(=O)N[C@@H]2C(=O)N[C@@H](C(C)C)C(=O)N3CCC[C@@H]3C(=O)N(C)CC(=O)N(C)[C@@H](C(C)C)C(=O)O[C@H]2C)c(N)c1=O

# (continued)
RGS4 inh | 12-LOX inh | Molecule
165.9%[activator][56.9 µM] | 20µM* | Cc1c(-c2ccc(O)cc2)nn(-c2ccc(O)cc2)c1-c1ccc(OCCN2CCCCC2)cc1
329.3%[activator][56.9 µM] | 0.0% | CSc1nc(N)c2ncn([C@H]3O[C@H](COP(=O)(O)OP(=O)(O)OP(=O)(O)O)[C@@H](O)[C@@H]3O)c2n1
i | -8.0%[176 µM] | Clc1ccc2ncnc(NCc3ccc4c(c3)OCO4)c2c1
4.23µM* | 3.0% | O=C1c2ccccc2CC[C@H]1CNCCc1ccc(O)cc1
400.0%[activator][56.9 µM] | -2.2% | C[C@H](CCC(=O)O)C1CC[C@H]2C3CC[C@@H]4C[C@H](O)CC[C@]4(C)C3C[C@H](O)[C@]12C (stereo partly drawn)
. | ? | COc1cc2c(cc1O)CCC1C2CC[C@@]2(C)C1CC[C@@H]2O (stereo partly drawn)
? | ? | c1ccc2c(Cc3c[nH]c4ccccc34)c[nH]c2c1
68.3%[activator][56.9 µM] | 60.2% | CS(=O)(=O)c1ccc(Cn2c3c(c4cc(F)cc(F)c42)CCC[C@H]3CC(=O)O)cc1
-26.8%[56.9 µM] | 0.0% | Nc1[nH]nc2nc3ccccc3nc12
i | 3.3%&-3.4%&-58.2% | NC(=NC1C2CC3CC(C2)CC1C3)Nc1ccc(I)cc1 (stereo not drawn)
i | ? | NC(=O)C[C@H](NC(=O)Cc1ccc(O)cc1O)C(=O)O
? | -10.5% | CN(C(Cc1ccc(OS(=O)(=O)c2cccc3cnccc23)cc1)C(=O)N1CCN(c2ccccc2)CC1)S(=O)(=O)c1cccc2cnccc12 (stereo not drawn)
360.0%[activator][56.9 µM] | ? | COc1ccc(CCCOC(Cn2ccnc2)c2ccc(OC)cc2)cc1 (stereo not drawn)
-161.0%[56.9 µM] | 122.6%[activator] | S=C(S)O[C@@H]1C[C@@H]2C[C@H]1[C@@H]1CCC[C@H]21
i | 0.0% | CC(C)NC[C@@H](O)COc1ccc(COCCOC(C)C)cc1
? | -7.1%&20.5% | O=C(c1c(O)c2ccc(Cl)cc2[nH]c1=O)C1CC1
297.6%[activator][56.9 µM] | ? | O=C(NC1CCN(Cc2ccccc2)CC1)c1ccc(I)cc1
i | 0.0% | CSc1nc(NC2CCCC2)c([N+](=O)[O-])c(NC2CCCC2)n1
280.5%[activator][56.9 µM] | ? | N[C@](CC1c2ccccc2Oc2ccccc21)(C(=O)O)[C@@H]1C[C@@H]1C(=O)O
87.8%[activator][56.9 µM] | -2.7% | O[C@@H](c1ccccc1)C1CCN(CCc2ccccc2)CC1

# The final two records of the part before lead into the next:
RGS4 inh | 12-LOX inh | Molecule
280.5%[activator][56.9 µM] | ? | N[C@](CC1c2ccccc2Oc2ccccc21)(C(=O)O)[C@@H]1C[C@@H]1C(=O)O
87.8%[activator][56.9 µM] | -2.7% | O[C@@H](c1ccccc1)C1CCN(CCc2ccccc2)CC1
? | -10.7% | CCCCN(CC)CCOc1cccc2ccccc12
-39.0%[56.9 µM] | ? | Cc1ccc(C(=O)Cn2c3c(sc2=N)CCCC3)cc1
-46.3%[56.9 µM] | 54.5%[activator] | CCOC(=O)c1c(C)[nH]c2ccc3c(c12)CN1CCc2cc(OC)ccc2[C@@H]1O3
i | 0.0% | COc1ccccc1CC(=N)N1C[C@@H]2C(=O)CCC(c3ccccc3)(c3ccccc3)[C@@H]2C1
i | ? | Cc1nc2c(O)cccc2c(=O)[nH]1
? | ? | Cc1c2oc3c(C)ccc(C(=O)NC4C(=O)NC(C(C)C)C(=O)N5CCCC5C(=O)N(C)CC(=O)N(C)C(C(C)C)C(=O)OC4C)c3nc-2c(C(=O)NC2C(=O)NC(C(C)C)C(=O)N3CCCC3C(=O)N(C)CC(=O)N(C)C(C(C)C)C(=O)OC2C)c(N)c1=O (stereo not drawn)
. | 0.0% | Cc1ccc2c(c1)C(=O)[C@@]1(O)CCN(c3ccccc3)C1=N2
? | ? | N=C(N)S/C=C\C(=O)O
-30.0%[56.9 µM] | -6.6%[2.23 µM] | CCCCC/C=C\C=C\[C@H](O)CCCCCCCC(=O)O
2.67µM* | ? | O=C(O)C=Cc1ccc(Cn2ccnc2)cc1
-12.2%[56.9 µM] | ? | C[C@H]1C=C2C=C[C@H](C)[C@H](CC[C@@H]3C[C@@H](O)CC(=O)O3)[C@H]2[C@@H](OC(=O)[C@@H](C)CCO)C1
-139.0%[56.9 µM] | ? | CCC(C)(C)C(=O)O[C@@H]1C[C@@H](C)C=C2C=C[C@H](C)[C@H](CC[C@@H]3C[C@@H](O)CC(=O)O3)[C@H]21
. | ? | Cc1c(C2CCN(CCc3ccccc3)CC2)noc1-c1ccc(Cl)cc1
? | ? | N[C@@H]1CCN(O)C1=O
-102.4%[56.9 µM] | 210.1%[activator] | COCCNC(=O)COc1ccc(OCCNC[C@@H](O)COc2ccccc2)cc1
? | -1.5%[12.5 µM] | CC(=O)N[C@@H](CSC/C=C(\C)CCC=C(C)C)C(=O)O
? | 9.1%[57.4 µM] | CC(=O)NC1C(OC2OC(CC(O)C3OC([N+]4=CCC(=O)NC4=O)C(O)C3O)C(O)C(O)C2NC(=O)/C=C/CCCCCCCCC(C)C)OC(CO)C(O)C1O (stereo not drawn)
14.6%[56.9 µM] | 13.2% | O=C(c1ccccc1)[C@@H]1O[C@H]1c1ccc(-c2ccccc2)cc1
? | 13.3% | Nc1ncnc2c1nc(Br)n2[C@@H]1O[C@H]2COP(=O)(O)O[C@@H]2[C@@H]1O
-151.2%[56.9 µM] | ? | COc1ccc2cccc(N3CCN(CCNC(=O)c4ccc(F)cc4)CC3)c2c1

# Three entries from above, as comma-separated lines.
smiles,RGS4 inh,12-LOX inh
CCC(C)(C)C(=O)O[C@@H]1C[C@@H](C)C=C2C=C[C@H](C)[C@H](CC[C@@H]3C[C@@H](O)CC(=O)O3)[C@H]21,-139.0%[56.9 µM],?
CC(=O)NC1C(OC2OC(CC(O)C3OC([N+]4=CCC(=O)NC4=O)C(O)C3O)C(O)C(O)C2NC(=O)/C=C/CCCCCCCCC(C)C)OC(CO)C(O)C1O (stereo not drawn),?,9.1%[57.4 µM]
Cc1c(C2CCN(CCc3ccccc3)CC2)noc1-c1ccc(Cl)cc1,.,?

# (list continues)
RGS4 inh | 12-LOX inh | Molecule
246.3%[activator][56.9 µM] | 10µM* | CCOC(=O)C1=C(N)Oc2ccc(Br)cc2[C@@H]1[C@@H](C#N)C(=O)OCC
370.0%[activator][56.9 µM] | 1.1%[12.5 µM] | CC(=O)N[C@@H](CSC/C=C(\C)CC/C=C(\C)CC/C=C(\C)CCC=C(C)C)C(=O)O
i | 180.9%[activator] | CCCCN1CCC[C@@H]1CNC(=O)c1cc(C#N)c2ccccc2c1OC
-30.0%[56.9 µM] | 6.6% | CCCC[C@@H](C=O)NC(=O)[C@H](CC(C)C)NC(=O)[C@H](CC(C)C)NC(C)=O
? | 3.8%&-17.2% | N[C@@H](CCS(=O)O)C(=O)O
? | -10.5% | COc1ccccc1N1CCN(CCn2c(=O)c3c(c4ccccc4n3C)n(C)c2=O)CC1
i | 7.8% | CC(C)C[C@@H](NC(=O)OCC1c2ccccc2-c2ccccc21)C(=O)O
-4.9%[56.9 µM] | 3.9% | N[C@H](Cc1cnc[nH]1)C(=O)O
i | 5.7% | CN1Cc2c(C(=O)OC(C)(C)C)ncn2-c2ccsc2C1=O
460.0%[activator][56.9 µM] | -4.3%[12.5 µM] | CCCCC/C=C\C/C=C\C/C=C\C/C=C\CCCCCC(=O)O
90.0%[activator][56.9 µM] | -3.4%[12.5 µM] | CC(C)C[C@H](NC(=O)[C@H](CCCCN)NC(=O)[C@H](CCCNC(=N)N)NC(=O)[C@H](C)NC(=O)[C@H](CO)NC(=O)[C@H](CCCCN)NC(=O)[C@H](CCCNC(=N)N)NC(=O)[C@H](C)NC(=O)CNC(=O)[C@@H](NC(=O)[C@H](Cc1ccccc1)NC(=O)CNC(=O)CNC(=O)[C@@H](N)Cc1ccccc1)[C@H](C)O)C(=O)N[C@@H](C)C(=O)N[C@@H](CC(N)=O)C(=O)N[C@@H](CCC(N)=O)C(=O)O
? | 2.2% | Cn1cnc2nc(NCCO)nc(NCc3ccccc3)c21
i | ? | CCOC(=O)C1=C(C)NC(=S)NC1c1cccc(O)c1 (stereo not drawn)
141.5%[activator][56.9 µM] | ? | N[C@H](CCC(=O)NCC(=O)O)C(=O)O
i | 0.0% | c1ccc2oc(C3=NCCN3)cc2c1
i | -17.8%[12.5 µM] | CCCCCCCC/C=C\C/C=C\C/C=C\CCCC(=O)NCCO
-75.6%[56.9 µM] | ? | CNCCCCCCCCSc1nc(C(C)C)ccc1C(=O)c1cccs1
8.44µM*! | 7.5%[176 µM] | CS(=O)(=O)Nc1ccc([N+](=O)[O-])cc1OC1CCCCC1
240.0%[activator][56.9 µM] | -8.1% | COC(=O)C[C@H](NC(=O)[C@H](C)NC(=O)[C@@H](NC(=O)OCc1ccccc1)C(C)C)C(=O)CF
i | ? | Cc1noc(NS(=O)(=O)c2cccc3c(N(C)C)cccc23)c1C

# 12-LOX inh: what is marked active above
RGS4 inh | 12-LOX inh | Molecule
165.9%[activator][56.9 µM] | 20µM* | Cc1c(-c2ccc(O)cc2)nn(-c2ccc(O)cc2)c1-c1ccc(OCCN2CCCCC2)cc1
246.3%[activator][56.9 µM] | 10µM* | CCOC(=O)C1=C(N)Oc2ccc(Br)cc2[C@@H]1[C@@H](C#N)C(=O)OCC

# Additional results follow:
RGS4 inh | 12-LOX inh | Molecule
i | 3.1% | N[C@](CC1c2ccccc2Oc2ccccc21)(C(=O)O)[C@H]1C[C@@H]1C(=O)O
-161.0%[56.9 µM] | ? | CCCCCCCCCCCCCC(=O)O[C@H](CC(=O)O)C[N+](C)(C)C
23.8µM* | 10.9% | CCC(=O)NC1Cc2ccccc2C(c2ccccc2)C1 (stereo not drawn)
? | 5.6% | CCC(N)(C(=O)O)c1ccc(C(=O)O)cc1 (stereo not drawn)
-100.0%[56.9 µM] | ? | COc1cc(/C=C(\C#N)C(N)=O)cc(CSc2nc3ccccc3s2)c1O
-153.7%[56.9 µM] | ? | C1=C(CN2CCOCC2)COc2c1cccc2OC[C@@H]1CNCCO1

# This is a subset; count on the stated rates, not on these rows.
